Bioassay records from PubChem BioAssay.
mcGAS inh: inhibitors of mouse cGAS | Q8C6L5 | recombinant cGAS, Kinase-Glo ATP depletion luminescence | inhibition, % at 12.5 µM | 160,000 compounds, 0.15% hits | AID 1259399;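 note: 0% = negative control wells and 100% = reference inhibitor with no enzyme activity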
hcGAS inh: blocks human cGAS activity. Q8N884. recombinant h-cGAS, ATP depletion, Kinase-Glo luminescence. inhibition, % at 12.5 µM. 290,000 compounds, 0.081% hits;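 note: 0% = vehicle reaction and 100% = reaction without DNA for no activity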
Target sequence (Q8N884 whole entry, looked up): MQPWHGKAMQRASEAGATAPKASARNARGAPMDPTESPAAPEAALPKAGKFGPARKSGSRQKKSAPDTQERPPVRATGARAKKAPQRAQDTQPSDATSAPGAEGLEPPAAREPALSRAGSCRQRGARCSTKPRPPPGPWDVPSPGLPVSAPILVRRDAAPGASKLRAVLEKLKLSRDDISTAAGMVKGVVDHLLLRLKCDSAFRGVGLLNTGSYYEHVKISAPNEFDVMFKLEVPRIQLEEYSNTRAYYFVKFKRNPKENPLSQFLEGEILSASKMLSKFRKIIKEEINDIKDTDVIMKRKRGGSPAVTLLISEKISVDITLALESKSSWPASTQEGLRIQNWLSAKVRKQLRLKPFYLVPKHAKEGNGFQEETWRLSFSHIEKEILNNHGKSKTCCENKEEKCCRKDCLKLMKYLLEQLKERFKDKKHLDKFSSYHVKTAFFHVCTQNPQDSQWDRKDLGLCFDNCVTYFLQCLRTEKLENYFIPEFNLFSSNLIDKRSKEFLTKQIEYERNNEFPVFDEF
NPYLR7 agonist: mosquito NPYLR7 agonism; HEK293T NPYLR7/Galpha15, GCaMP6s calcium fluorescence; activation, % at 10 µM; 270,000 compounds, 0.15% hits; in the data active = activation above about 40%;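 note: 0% = vehicle and 100% = reference agonist at the receptor; some compounds past the cut are filed as inactive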
Active calls of the source: *; x = not tested or not shown; & = joins results of further samples. Cut-off read from the data, not from the text of the source, unless noted: active = inhibition above about 40%; inactive = the rest.

SMILES	mcGAS inh	hcGAS inh	NPYLR7 agonist
Cc1c(C#N)c(N=CN(C)C)c(C(=O)c2ccccc2)n1-c1ccc(Br)cc1	x	-4	-2
COC(=O)c1ccc(CSc2nnc(-c3cc(-c4ccccc4)nc4ccccc34)o2)o1	-6	-5	-5
CO[C@@H]1CC[C@@]2(OC)CCN(C(=O)Cc3c(C)nc(C)[nH]c3=O)[C@H]2C1	-5	-5	x
CCOc1ccc(-c2cccc(NS(=O)(=O)c3ccc(I)cc3)c2)nn1	-9	-13	19
CCc1nncn1CCNC(=O)N1CC(C)c2ccccc21 (configuration not stated)	x	1	4
OCCC1CN(Cc2nc3ccc(F)cc3[nH]2)CCN1Cc1ccc(F)cc1 (configuration not stated)	-8	-3	2
O=C(NC1CC(=O)N(Cc2ccccc2Cl)C1)c1ccsc1 (configuration not stated)	x	2	7
COc1cccc(C(=O)C2CCCN(Cc3ccc4ncccc4c3)C2)c1 (configuration not stated)	-1	-2	4
CCCc1ccc(S(=O)(=O)NCc2nc3cccc(C)c3n2C)cc1	x	4	17
Nc1ccn2ncc([P+](c3ccccc3)(c3ccccc3)c3ccccc3)c2n1	0	-5	0
NC(=O)c1cc2c(ccc3ccccc32)oc1=Nc1cccc(F)c1	-3	-1	-4
COc1ccc(-c2nc3ccccn3c2NC(=O)c2cccc(Br)c2)cc1OC	-8	-7	-7
Cc1ccc2occ(CN3CC(=O)N(Cc4cnn(C)c4)CC(OCc4cccnc4)C3)c(=O)c2c1 (configuration not stated)	-7	-11	19
Cc1ccccc1C1CC(C)N(CCCO)C1 (configuration not stated)	x	-3	8
COc1ccc(CNC(=O)c2nn(-c3ccccc3C)c(=O)cc2OC)cc1	x	-9	3
CCOc1ccc(-c2c(=O)n(OCc3ccc(Cl)cc3)c3ccccc3[n+]2[O-])c(OCC)c1	x	-8	10
CN(C)c1nc(N)nc(CN2CCNC(=O)C2)n1	x	-12	4
CC(C)CN1CCC(NC(=O)NC2CCOc3ccc(Br)cc32)CC1 (configuration not stated)	-7	-10	0
C=c1c(C#N)c2[nH]c(N)c(C#N)c(C)c-2/c1=C/c1cn(C)c2ccccc12	-2	-7	15
COc1ccccc1CN(C(=O)c1cccc(NC(C)=O)c1)C1CC1	-11	-5	1
COc1cc(C2=N/C(=C\c3ccc(OC(C)=O)cc3)C(=O)O2)cc(OC)c1OC	-5	13	-4
C=CCn1cc(CN2CCC(c3ccnc(-c4cccc(O)c4)c3)C2)c(C)n1 (configuration not stated)	x	-4	1
CC(C)(C)NC(=O)CN1CCN(CCSc2ccc(F)cc2)CC1	x	-3	-3
O=C(O)c1ccc(CN2C(=O)c3ccc(-c4nc5ccccc5c(=O)o4)cc3C2=O)cc1	-6	-1	-11
CN(Cc1cnc2c(-c3ccccc3)cnn2c1)Cc1cccc2ncccc12	x	3	-5
CN1CCC(N2CCOC(CCNS(=O)(=O)C3CC3)C2)CC1 (configuration not stated)	-18	-4	4
COc1ccc(-c2cccc(NS(=O)(=O)c3cc(C)c(C)cc3OC)c2)nn1	-1	3	-6
O=C(NC1CC(=O)N(CCc2ccccc2)C1)c1cccc(-n2cnnc2)c1 (configuration not stated)	x	-11	6
Cc1cc(-c2csc(N)n2)c(C)c(C)c1C	x	-7	9
CC1NC(=O)C2(CCCC2)NC1=O (configuration not stated)	x	-2	-5
CN(Cc1ccc(F)cc1Cl)C(=O)c1cc(C(N)=O)cs1	x	-9&0	5&3
Fc1ccc(OCC2CCCN(Cc3nc(-c4ccccn4)no3)C2)cc1 (configuration not stated)	x	-3	-6
Cc1cccn2c(=O)cc(OCC(=O)N3CCC(Cc4ccccc4)CC3)nc12	-4	-1	0
CCCCCn1c(CC(C)(C)C)nc2ccccc21	x	-4	-1
COc1ccc(-c2cc(C(F)(F)F)n3ncc(C(=O)NCCN4CCOCC4)c3n2)cc1OC	-1	-3	-4
C=CCOc1c(OC)ccc2c1CN(CCOC)C(=O)CCN2	-6	-7	1
CCC(c1nc2ccccc2c(=O)n1CC)N(CCOC)C(=O)Nc1ccc(Cl)cc1 (configuration not stated)	-4	-6	x
COCCNC(=O)C(NC(=O)c1cccs1)C1CCN(C(=O)Nc2cccc(Cl)c2)CC1 (configuration not stated)	-4	-9	8
CS(=O)(=O)N1CCC(C(=O)NCc2cc(-c3ccc4c(c3)OCCO4)on2)CC1	-6	-6	4
O=C(/C=C/c1ccccc1)N1CCC(Cc2ccc(-n3cccc3)cc2)CC1	-9	-8	-2
c1ccc(-c2nn3c(-c4ccccc4)nnc3s2)cc1	x	-3	8
CCCC(=O)C1=C(c2ccc(C)c(C)c2)N(C(=O)CCC)n2c(C)nnc2S1	x	-12	5
CC1(C)C=NN2C1N1N=CC(C)(C)C1N1N=CC(C)(C)C21 (configuration not stated)	x	-1	-6
Fc1ccc(-c2nnc3sc(-c4ccco4)nn23)cc1	-3	-3	5
COc1cccc(CCNC[C@@H]2CCCN3CCCC[C@H]23)c1OC	-8	-18	x
COCc1cc(NCCc2ccc(S(C)(=O)=O)cc2)ncn1	x	-8	-1
Cc1nc(CC(=O)NCCOC23CC4CC(C)(CC(C)(C4)C2)C3)cs1	-5	-9	x
COCCn1c(=O)c2c(nc3n(-c4ccccc4F)c(-c4ccccc4)cn23)n(C)c1=O	x	5	2
CN1CC(=O)N2CCN(C(=O)COCC(F)(F)C(F)F)CC2C1=O (configuration not stated)	-10	-6	2
Cn1c2ccccc2n2nc(-c3ccccc3)nc12	x	3	-1
O=C(CCCSc1nnc(-c2ccccc2Cl)n1-c1ccc(Cl)c(Cl)c1)Nc1ccc(F)cc1	-5	-8	32
O=C(Nc1nnc(SCCc2ccccc2)s1)c1ccccc1F	-6	-3	-6
CC(=O)Oc1ccccc1Cn1c(C)c(C(=O)NCc2ccc(Cl)c(Cl)c2)sc1=O	x	-7	4
Cc1n[nH]c(C)c1C12CC3CC(CC(C3)C1)C2	x	1	-2
COc1ccccc1/C=C/c1nc2cccc(C)n2c1NC1CCCCC1	-4	-1	15
CCC(=O)Nc1cccc(C(=O)NC2C=CS(=O)(=O)C2)c1 (configuration not stated)	-19	-3	-2
CC(NCc1ccc(F)cc1)c1ccc(S(C)(=O)=O)cc1 (configuration not stated)	-7	-8	8
COCCCNc1nccc2[nH]c(-c3cccc(C(C)C)c3)nc12	-7	-7	-7
COc1ccccc1N1CC(NC(=O)c2cnn3ccn(C)c23)CC1=O (configuration not stated)	x	-7	7
CC(NC(=O)C1(Oc2ccc(Cl)cc2)CCNCC1)c1cnn(C)c1 (configuration not stated)	x	-2	-2

(next part)
SMILES	mcGAS inh	hcGAS inh	NPYLR7 agonist
Cc1ccnc(C(NC(=O)c2ccc(O)c(Cl)c2)C2CC2)c1 (configuration not stated)	x	-6	6
COc1ccc(CCC2CCCN(C(=O)c3ccccn3)C2)cc1 (configuration not stated)	x	1	-7
CN1CC2(CCN(CCS(=O)(=O)c3ccccc3)CC2)CC1C(=O)O (configuration not stated)	-7	0	2
CCOC(=O)C1CCCN(C(=O)CSc2nc(Cl)cc(N3CCN(C(=O)c4ccc(F)cc4)C(C)C3)n2)C1 (configuration not stated)	-4	0	-4
COC(=O)c1cc(Br)ccc1S(=O)(=O)Nc1c(F)cccc1F	-5	-4	5
CC(C)C1CN(C(=O)c2cc(-c3ccncc3)n[nH]2)CCC(=O)N1CC1CC1 (configuration not stated)	-13	-7	-1
COC(=O)CC(NC(=O)C1=NN(C)C(=O)CC1)c1ccc(Cl)cc1 (configuration not stated)	x	-2	3
CCOC(=O)c1cccc(NC(=O)N2CCC(Cc3ccc(NC(C)=O)cc3)CC2)c1	-7	-5	1
OCCn1c(SCCOc2ccc(Cl)cc2)nc2ccccc21	-4	3	0
CS(=O)(=O)NC1=NCN(CCc2cccs2)CN1	-7	-5	5
COc1ccc(-n2c(N)cc(=O)nc2SC)cc1	-6	-1	1
CCOC(=O)c1cc(-c2ccccc2)sc1NC(=O)c1ccco1	-7	-5	-4
CC(=O)Oc1c(-c2ccc(NC(=O)c3ccc(F)cc3)cc2)c(-c2cccc(C)c2)nn1-c1cc(C)ccc1C	-4	-2	-1
CC(C)c1ccc(NC(=O)c2csc(COC(=O)c3ccccc3)n2)cc1	-4	-3	0
Cc1cc(C)c2sc(=NC(=O)c3ccc(S(C)(=O)=O)cc3)n(C)c2c1	x	-9	2

2 of the compounds above, in markdown.
| Molecule | mcGAS inh | hcGAS inh | NPYLR7 agonist |
| --- | --- | --- | --- |
| CS(=O)(=O)NC1=NCN(CCc2cccs2)CN1 | -7 | -5 | 5 |
| COc1ccc(-n2c(N)cc(=O)nc2SC)cc1 | -6 | -1 | 1 |

The list goes on:
SMILES	mcGAS inh	hcGAS inh	NPYLR7 agonist
CCCCC(O)CN(Cc1c(CC)nn(-c2ccccc2)c1Oc1ccccc1)CC1CCCO1 (configuration not stated)	-7	-5	6
COc1ccc(Cl)cc1-n1nnc(C(=O)NCCO)c1C	0	1	-1
O=C(CC1CSc2nc3[nH]ncc3c(=O)n21)Nc1ccc(Cl)c(Cl)c1 (configuration not stated)	x	-3	4
C=CCCC(O)CN(CCN1CCOCC1)Cc1ccc(OC)cc1 (configuration not stated)	-6	-5	-4
O=C(Nc1ccc(Cl)cc1)Nc1cc(C(F)(F)F)ccc1Cl	-3	2	-6
Fc1cccc(Cl)c1Cc1noc(/C=C/c2ccc(Br)cc2)n1	-5	0	-8
COCCNC(=O)C1(C)Cc2c(-c3ccc(NC(C)=O)cc3)ccnc2O1 (configuration not stated)	-2	-3	-1
Cc1ccc(S(=O)(=O)NCC(Nc2cccc(Cl)c2)c2ccccc2)cc1 (configuration not stated)	x	-2	7
CC1CN(C2CCOC2=O)c2ccccc21 (configuration not stated)	x	-8	5
FC(F)(F)c1ccc(N2CCN(c3nc(-c4ccc(Oc5ccccc5)cc4)nc4ccccc34)CC2)nc1	-5	-7	-1
CC(C)c1nc(SCC(=O)NC(C)c2ccc(Cl)c(Cl)c2)n[nH]1 (configuration not stated)	x	-10	3
O=C(N[C@@H]1C[C@H]2CC[C@@H]1C2)c1ccc(SCc2ccccc2)nc1	-5	-3	-6
CCN(CC1CCCN(CCc2cccc(OC)c2)C1)C(=O)c1cc(C)nc(C)n1 (configuration not stated)	-4	-5	2
CCS(=O)(=O)c1ccc2oc(-c3c(C)cccc3N)nc2c1	-6	-5	0
CCOC(=O)C(c1ccc(OC)c(OC)c1)C1C=CC(NC(=O)/C(C)=C/c2ccccc2)C1 (configuration not stated)	-6	-6	5

Arranged by molecular weight (rising): part of the list above
SMILES	mcGAS inh	hcGAS inh	NPYLR7 agonist
CC1CN(C2CCOC2=O)c2ccccc21 (configuration not stated)	x	-8	5
COc1ccc(Cl)cc1-n1nnc(C(=O)NCCO)c1C	0	1	-1
C=CCCC(O)CN(CCN1CCOCC1)Cc1ccc(OC)cc1 (configuration not stated)	-6	-5	-4
COCCNC(=O)C1(C)Cc2c(-c3ccc(NC(C)=O)cc3)ccnc2O1 (configuration not stated)	-2	-3	-1
O=C(CC1CSc2nc3[nH]ncc3c(=O)n21)Nc1ccc(Cl)c(Cl)c1 (configuration not stated)	x	-3	4
CCOC(=O)C(c1ccc(OC)c(OC)c1)C1C=CC(NC(=O)/C(C)=C/c2ccccc2)C1 (configuration not stated)	-6	-6	5
CCCCC(O)CN(Cc1c(CC)nn(-c2ccccc2)c1Oc1ccccc1)CC1CCCO1 (configuration not stated)	-7	-5	6

Further entries:
SMILES	mcGAS inh	hcGAS inh	NPYLR7 agonist
COC(=O)C1=C(C)NC(C)=C(C(=O)OC)C1C(=O)OC	x	-4	7
COc1cc(S(=O)(=O)N2CCN(c3ccccc3C)CC2)ccc1Br	x	-4	0
CC1CCCN(C2=Nc3c(Cl)cc(Cl)c4cccc2c34)C1 (configuration not stated)	x	-7	2
CCS(=O)(=O)N(C)[C@H]1c2cc(C#N)ccc2OC(C)(C)[C@@H]1O	x	-3	-8
CCn1c(CC=Nc2ccccc2)[n+](CC)c2cc(Cl)c(Cl)cc21	-6	-9	2
CO[C@H]1CN(C(=O)c2cc3ccccc3c(=O)o2)[C@@H]2CC[C@@H](OC)[C@H]1C2	-8	-4	28
O=C(C1c2ccccc2Oc2ccccc21)N1CCN=C1SCc1cccnc1	x	-8	-2
CC(C)CCn1c(CN2CCc3ccccc3C2)nc2c1c(=O)n(C)c(=O)n2C	-10	-7	0
O=C(N=Nc1c(O)[nH]c2ccccc12)c1cccnc1	-7	-1	11
O=C(CNC(=O)c1ccccc1)NCC(=O)N1CCOC(COCc2c(Cl)cccc2Cl)C1 (configuration not stated)	-7	-7	2
CC1CCN(C(=O)c2cc(-c3ccc(F)cc3)nc3cc(C(C)(C)C)nn23)CC1	-6	-7	-3
O=C(CSc1ncnc2c1nnn2Cc1ccccc1F)OCc1ccccc1	4	-6	16
O=C(Cn1c(-c2ccc([N+](=O)[O-])s2)nc2ccccc21)N[C@H]1C[C@H]2CC[C@@H]1C2	x	-14	6

Two of these compounds, set out differently:
Compound | mcGAS inh | hcGAS inh | NPYLR7 agonist
O=C(C1c2ccccc2Oc2ccccc21)N1CCN=C1SCc1cccnc1 | x | -8 | -2
CC1CCCN(C2=Nc3c(Cl)cc(Cl)c4cccc2c34)C1 (configuration not stated) | x | -7 | 2
